# NR2F2 inh – NR2F2 transcriptional activity inhibitors, primary screen, cell-based, luciferase reporter, HEK293T, luminescence | HEK293T NGFI-A luciferase reporter | inhibition, % at 8.6 µM | 0.7% of 370,000 active | AID 686940, 2013;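 active means inhibition above a per-plate cutoff, mean inhibition of test wells between control levels plus 3 SD, cut at about 38% in these data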;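 further: cells cotransfected with COUP-TFII expression vector driving the NGFI-A reporter; 0% = median of COUP-TF2 test wells and 100% = reporter-only cells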
# SRC1 inh – SRC1 coactivator transcriptional activity inhibitors, primary screen, cell-based, luminescence; Nuclear receptor coactivator 1 (Homo sapiens), Q15788; HEK293 GAL4-SRC1 luciferase reporter; inhibition, % at 3.6 µM; 0.12% of 360,000 active; AID 588354, 2011;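 active means inhibition above the campaign mean plus 3 SD, with each screening campaign given its own cutoff, cut at about 60% in these data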;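 further: 0% = DMSO treated cells and 100% = gossypol at 36 µM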
# TLR9-MyD88 inh – inhibitors of TLR9-MyD88 association in cells, primary screen, cell-based, CHO, BLA complementation, fluorescence | Toll-like receptor 9 (Homo sapiens) + Myeloid differentiation primary response protein … | CCF4 FRET ratio | inhibition, % at 4.98 µM | 0.21% of 340,000 active;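 active means inhibition above the mean over all tested compounds plus 3 SD, cut at about 21% in these data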;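 further: 0% = DMSO only wells and 100% = clavulanate BLA inhibitor control wells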
# Target sequence (Q99836 whole entry, looked up): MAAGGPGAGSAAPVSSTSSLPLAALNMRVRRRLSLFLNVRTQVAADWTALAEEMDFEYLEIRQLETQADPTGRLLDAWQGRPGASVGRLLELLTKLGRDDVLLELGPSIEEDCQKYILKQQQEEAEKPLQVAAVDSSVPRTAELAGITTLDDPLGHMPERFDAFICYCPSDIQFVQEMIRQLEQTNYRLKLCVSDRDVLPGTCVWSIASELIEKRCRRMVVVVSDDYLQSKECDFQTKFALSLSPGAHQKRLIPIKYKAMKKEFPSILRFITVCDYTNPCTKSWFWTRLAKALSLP
# Target sequence (Q9NR96 whole entry, looked up): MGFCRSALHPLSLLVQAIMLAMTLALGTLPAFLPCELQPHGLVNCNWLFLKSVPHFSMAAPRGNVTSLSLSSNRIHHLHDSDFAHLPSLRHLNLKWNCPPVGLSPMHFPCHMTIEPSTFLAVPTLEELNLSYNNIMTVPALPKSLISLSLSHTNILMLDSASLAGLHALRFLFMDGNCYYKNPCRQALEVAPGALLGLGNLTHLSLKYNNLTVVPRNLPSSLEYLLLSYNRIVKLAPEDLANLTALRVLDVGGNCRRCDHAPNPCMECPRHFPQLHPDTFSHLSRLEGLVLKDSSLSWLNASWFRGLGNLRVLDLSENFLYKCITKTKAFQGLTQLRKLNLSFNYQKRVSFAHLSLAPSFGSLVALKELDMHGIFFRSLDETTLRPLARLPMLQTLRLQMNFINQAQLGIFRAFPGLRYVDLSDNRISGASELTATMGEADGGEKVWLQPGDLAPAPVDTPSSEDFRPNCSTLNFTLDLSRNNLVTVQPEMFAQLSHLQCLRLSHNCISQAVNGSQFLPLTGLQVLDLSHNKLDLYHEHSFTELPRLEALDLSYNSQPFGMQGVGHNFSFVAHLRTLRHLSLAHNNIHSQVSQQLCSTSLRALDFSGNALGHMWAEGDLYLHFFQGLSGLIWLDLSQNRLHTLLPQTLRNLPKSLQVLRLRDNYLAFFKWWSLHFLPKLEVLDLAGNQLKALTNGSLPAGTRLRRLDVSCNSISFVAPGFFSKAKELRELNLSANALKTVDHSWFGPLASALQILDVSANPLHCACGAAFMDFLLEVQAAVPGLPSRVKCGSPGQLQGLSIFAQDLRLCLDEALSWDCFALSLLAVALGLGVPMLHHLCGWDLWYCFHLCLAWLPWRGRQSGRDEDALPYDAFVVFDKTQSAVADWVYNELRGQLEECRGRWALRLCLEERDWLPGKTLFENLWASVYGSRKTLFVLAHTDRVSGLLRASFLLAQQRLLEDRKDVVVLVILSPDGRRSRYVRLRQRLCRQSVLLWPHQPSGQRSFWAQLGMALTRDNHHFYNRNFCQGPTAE
# NOD2-RIPK2 inh – NOD2-RIPK2 binding disruptors in cells, primary screen, fluorescence, CHO cells, BLA complementation; Receptor-interacting serine/threonine-protein kinase 2 (Homo sapiens), O43353; CCF4 ratio; inhibition, % at 4.98 µM; 0.38% of 360,000 active; in the data active means inhibition above about 21%;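 further: 0% = vehicle only and 100% = reference blocker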
# NR5A2 inv ag – LRH-1 (NR5A2) inverse agonists, primary screen, cell-based, luminescence, HEK293T, StAR-luciferase reporter. LRH-1 transfected, 24 h. inhibition, % at 3.6 µM. 0.13% of 360,000 active;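 active means inhibition above the mean inhibition of all tested compounds plus 3 SD, cut at about 73% in these data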;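 further: 0% = DMSO wells and 100% = reporter-only cells lacking LRH-1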
# SRC3 inh – SRC3 coactivator transcriptional activity inhibitors, primary screen, cell-based, luminescence | Nuclear receptor coactivator 3 (Homo sapiens), Q9Y6Q9 | HEK293 GAL4-SRC3 luciferase reporter | inhibition, % at 3.6 µM | 0.17% of 360,000 active;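 active means inhibition above a per-campaign cutoff, the mean of all compounds plus 3 SD, cut at about 60% in these data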;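 further: 0% = DMSO-treated cells and 100% = gossypol-treated cells at 36 µM; higher means less SRC3-driven luciferase light from the GAL4 reporter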
# Vif imaging – HIV Vif self-association inhibitors, primary screen, imaging, HEK293T, single point; HEK293T cells, Vif self-association by quenched fluorescence, 24 h; inhibition, % at 7.49 µM; 0.35% of 340,000 active; in the data active means inhibition above about 50%, passing the limit was not always enough; inconclusive means no clear call, values can overlap the other calls; inactive means below about 31%; further: some results filed as inactive read as strong as hits
# C8 TRAIL sens – viability loss with TRAIL in NB7+C8 cells, primary screen, TRAIL sensitizer project, cell-based, ATPlite luminescence; inhibition (viability loss, TRAIL sensitization), % at 10 µM; 1% of 360,000 active; AID 624354, 2012;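 active means compounds causing at least 50% loss of cell viability in the single-dose screen, relative to plate controls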
# TROY signal inh – inhibitors of TROY-driven NF-kB signaling, primary screen, Q293 LMP1-TROYcd cells, NF-kB luciferase, uHTS. Q293 LMP1-TROYcd NF-kB luciferase reporter, 4 h. inhibition, % at 10 µM. 0.98% of 360,000 active. AID 1347056, 2019;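 active means compounds whose plate-normalised and pattern-corrected inhibition of the luciferase reporter signal at the single screening dose is 50% or more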
# EBV LMP1 NFkB – EBV LMP1-driven NF-kappaB luciferase reporter inhibitors, primary screen, cell-based, luminescence, single point. LMP1-induced NF-kappaB luciferase reporter cells. inhibition, % at 12.5 µM. 0.69% of 350,000 active. AID 504558, 2011; in the data active means inhibition above about 41%; inconclusive means no clear call, values can overlap the other calls;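 further: 0% = neutral control wells and 100% = reference inhibitor control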
# SRC2 inh – inhibition of GAL4-SRC2 driven luciferase reporter, primary screen, SRC2 inhibitor project, cell-based, luminescence. Nuclear receptor coactivator 2 (Homo sapiens), Q15596. 0.17% of 370,000 active. HEK293 GAL4-SRC2 luciferase reporter. inhibition, % at 9 µM;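 active means inhibition above the mean inhibition of all tested compounds plus 3 SD, set per campaign, cut at about 52% in these data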;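 further: 0% = DMSO treated cells and 100% = cells given Gossypol at 36 µM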
# * hit, by the source's call; ? = inconclusive; . = no result given; & = joins results of further samples. A portion of the library; count on the stated rates, not on these rows.
SMILES,NR2F2 inh,SRC1 inh,TLR9-MyD88 inh,NOD2-RIPK2 inh,NR5A2 inv ag,SRC3 inh,Vif imaging,C8 TRAIL sens,TROY signal inh,EBV LMP1 NFkB,SRC2 inh
COc1ccc(-n2cnnc2SC(C)C(=O)Nc2cccc([N+](=O)[O-])c2)cc1 (centres undefined),14,8,-6,0,18,2,15,-7,22,0,-7
CC(C)C[C@H](NC(=O)c1nc[nH]c1C(=O)NCC(=O)OCc1ccccc1)C(=O)OCc1ccccc1,7,-11,3,2,8,1,0,7,34,-1,17
Cc1ccc(NC(=O)CSc2nnc(C)c(=O)n2N)cc1,12,-5,-8,-8,1,4,1,-12,0,3,-9
O=C(O)Cc1csc(-c2cccc(Oc3ccccc3)c2)n1,-17&-3,0&-3,-4&3,-8&-4,-16&-6,18&4,-3&-4,6&9,-10&-25,-9&-7,-2&20
CC(C)c1[nH]nc2c1C(c1cccc(OC(=O)N3CCOCC3)c1)C(C#N)=C(N)O2 (centres undefined),-9,-14,4,-2,22,19,-3,-14,17,1,13
C/C(=N\NC(=O)C(O)c1ccccc1)c1ccc(C)s1 (centres undefined),-32,16,-2,-12,13,10,-5,2,-22,-7,-25
O=C(OCc1ccccc1)N1CCC2CC1c1cc(Cl)ccc12 (centres undefined),-2,-23,-11,0,-4,-22,-4,21,-38,-11,-13
CCCCOc1ccc(-c2nc(SCC(N)=O)n[nH]2)cc1,-17,-36,9,-5,-64,-43,-4,16,-13,-19,-25
COc1cccc(OC)c1C(=O)OCC(=O)Nc1cccnc1Cl,7,-2,-3,-12,10,6,6,-4,17,-5,3
CCc1ccc(NC(=O)CSc2nc3cc(C(=O)OC)ccc3c(=O)n2CC2CCCO2)cc1 (centres undefined),-15,-2,13,-4,5,6,9,27,-7,-2,-18
COc1ccc(CCNC(=O)CCc2nnc(Cc3ccc4c(c3)OCO4)o2)cc1,-19,-10,3,4,-6,-5,2,10,-8,3,-2
COc1cc(NC(=O)N2c3ccccc3Sc3ccccc32)c(C(=O)O)cc1OC,-2,-14,-3,-4,-1,11,0,-12,3,3,1
CCOc1ccc(S(=O)(=O)N2CCC(C(=O)NCC3CCCO3)CC2)cc1 (centres undefined),-2,2,6,8,-11,22,12,-1,-4,5,-10
O=C(CNC(=O)c1ccc2ccccc2c1)NCc1ccccc1F,-2,3,5,3,1,-9,-12,-5,0,7,-7
CCN1C(=O)C(Cc2nc3ccccc3c(=O)n2-c2ccccc2)c2ccccc21 (centres undefined),-6,12,3,4,1,0,2,22,-7,3,-13
O=C(N[C@@H](Cc1c[nH]c2ccccc12)C(=O)O)c1ccccc1Cl,-9,-1,-4,6,8,20,8,7,-10,-5,-18
C=CCn1nc(C(=O)Nc2ccc(OC)cc2)cc1-c1sc(NC(=O)c2ccccc2)nc1C,12,.,.,-3,8,.,.,15,.,.,5
COc1cccc(OC)c1C(=O)Nc1ccccc1Sc1ccccc1,-5,-5,.,8,-10,-2,6,5,8,.,12
CSc1cccc(N2CC(C(=O)N(CC(C)C)c3c(N)n(Cc4ccccc4)c(=O)[nH]c3=O)CC2=O)c1 (centres undefined),11,-29,-5,4,-5,7,-14,-8,25,0,-6
CC1CC(C)(C)C2=NCCN21 (centres undefined),11,-5,0,4,-35,16,3,-2,-4,2,-14
CCc1ccccc1-n1nnnc1-c1cnccc1C(F)(F)F,8,1,-8,-4,-3,10,-3,-1,0,1,2
CN(C)C(=S)NCc1ccccc1,-8,-7,-1,-2,10,9,16,-5,-7,-3,-15
Cc1ccc(NCc2nnc(SCC(=O)c3ccc4c(c3)OCCO4)o2)c(C)c1,-4,-27,-3,-5,14,-16,-3,-6,77*,-5,8
CN(Cc1ccccc1)c1nccn2ccnc12,-6,8,.,-2,13,3,-5,-25,8,.,-8
CCc1nnc(NC(=O)CSc2ncnc3c2oc2ccccc23)s1,10,-6,5,-8,-13,10,-3,-2,-6,10,-4

# Continued.
SMILES,NR2F2 inh,SRC1 inh,TLR9-MyD88 inh,NOD2-RIPK2 inh,NR5A2 inv ag,SRC3 inh,Vif imaging,C8 TRAIL sens,TROY signal inh,EBV LMP1 NFkB,SRC2 inh
COc1ccc(C(=O)N/N=C2\CCS(=O)(=O)c3ccc(F)cc32)cc1OC,10,-12,3,-1,-7,6,-9,14,30,16,-25
COc1ccccc1N(CC(=O)NC1CCCCC1C)S(=O)(=O)c1cccs1 (centres undefined),2,10,-3,11,-13,-11,0,-8,1,-5,22
N/C(=N\OC(=O)Nc1ccccc1)c1cccc(C(F)(F)F)c1,-4,-10,13,-21,-1,11,-16,1,-6,-2,-19
CCOC(=O)c1ccc(N2C=C(C(=O)OC)C(c3cccc(O)c3)C(C(=O)OC)=C2)cc1,11,1,14,1,-9,1,5,6,34,-1,-21
COc1ccc(-c2csc3ncnc(N4CCN(c5ccccc5)CC4)c23)cc1,-19,-1,12,5,-1,12,-1,13,30,21,10
COc1ccc(CC(=O)NCC2CCCN(Cc3ccc(OC(F)(F)F)cc3)C2)cc1 (centres undefined),10,8,-3,-3,-14,-12,-6,20,-19,1,-20
O=C(Nc1ccc(F)cc1)c1cccnc1,-7,1,0,9,-9,1,4,-26,-5,-5,10
O=C(CSc1nc(-c2ccco2)cc(C(F)(F)F)n1)Nc1ccc2c(c1)OCO2,-2,-27,-3,0,-2,16,1,13,17,-4,2
CCOC(=O)CCCCNC(=O)Nc1ccccc1,9,-6,-1,-1,1,31,-1,0,1,1,11
C=CCOc1ccc(/C=N/NC(=O)C(=O)Nc2ccccn2)cc1OC,4,6,-11,-2,-25,-5,-12,-4,-26,2,-10
N#CCCN(Cc1ccccc1)C(=O)Nc1ccc2c(c1)CCO2,15,0,12,1,11,3,2,1,10,-3,-5
COc1ccc(NC(=O)COC(=O)CNC(=O)c2cccs2)cc1Cl,1,-25,1,4,3,-8,-1,-9,-15,-6,-3
CSC1=NSC2=NC(=O)/C(=C\c3coc4ccccc4c3=O)C(=N)N12,2,-2,-2,6,-6,1,4,-1,-28,0,-24
CCOP(=O)(OCC)c1nc(Cc2ccccc2)oc1NCc1ccccc1,0,5,-2,-2,3,22,-1,0,-28,-6,-16
O=C(NNC(=S)NC(=O)c1ccco1)c1ccc(NC(=O)c2ccccc2)cc1,15,1,-13,-5,-11,11,1,23,8,-1,33
Fc1ccc(C2c3[nH]c4ccccc4c3CCN2Cc2ccoc2)cc1 (centres undefined),2,10,-9,-8,1,7,0,-9,-49,10,-6
O=C1c2ccccc2C(=O)C1c1ccccn1,-51,-77,1,-10,-124,-50,1,34,-60,-2,-26
CC1(C)CC(=O)C2=C(C1)OC(N)=C(C#N)C2c1cn(-c2ccccc2)nc1-c1ccccc1 (centres undefined),1,-25,-4,6,-15,-10,-18,8,1,-7,16
Nc1nonc1C(=O)NCCNCc1ccccc1OCc1ccc(F)cc1,13,5,-12,-4,-4,6,.,1,11,11,2
Cc1ccc(OCC(=O)NCCc2c[nH]c3ccccc23)cc1,10,-2,0,3,-23,-5,-6,1,-6,-8,22
CC(C)CN1C(=O)CSCC1(C)C(=O)NCc1ccccc1 (centres undefined),-1,.,.,-5,-8,.,.,10,.,.,27
CCN(CC(=O)Nc1ccc(NC(C)=O)cc1)Cc1c(O)ccc2cc(Br)ccc12,-5,7,-7,-14,-11,0,9,24,16,2,11
CN(C)S(=O)(=O)N1CCN(C(=O)N2CCOCC2)CC1,19,5,2,-2,13,4,2,13,18,-3,2
Cc1nc2ccccc2n1/N=C/c1ccc([N+](=O)[O-])o1,-4,0,-10,0,47,11,-3,-1,3,3,30
CCCCC(=O)Nc1nnc(SCC(=O)NCC2CCCO2)s1 (centres undefined),-14,-50,5,-12,28,20,4,0,1,-2,-44

# (list continues)
SMILES,NR2F2 inh,SRC1 inh,TLR9-MyD88 inh,NOD2-RIPK2 inh,NR5A2 inv ag,SRC3 inh,Vif imaging,C8 TRAIL sens,TROY signal inh,EBV LMP1 NFkB,SRC2 inh
COC1=CC(=O)C=C(OC)C1(O)CC(C)=O,-6,-5,-8,-3,6,0,8,19,-10,-8,-21
COC(=O)c1sccc1NC(=O)CN(C)NS(=O)(=O)c1ccc(Cl)cc1,5,-9,1,-9,12,10,7,-1,14,2,-2
O=C(CN(CCc1ccccc1)S(=O)(=O)c1ccc(Br)cc1)N/N=C/c1ccccc1C(=O)O,-7,7,4,-2,9,-5,-3,0,-3,-5,-9
COc1nc(-c2ccccc2)cc(-c2ccc3c(c2)OCO3)c1C#N,10,-7,5,-9,4,23,?,16,-2,6,1
Cc1ccc(C2(C)NC(=O)N(CC(=O)N3CCN(S(=O)(=O)c4cccc([N+](=O)[O-])c4)CC3)C2=O)cc1 (centres undefined),20,-23,-2,5,0,2,2,7,1,-7,-4
CCOC(=O)c1cnc2c(C)cccc2c1NCCCN1CCOCC1,-20,-20,5,-6,-4,6,2,-1,-16,-10,-18
O=c1[nH]nc(-c2ccc(F)cc2)cc1Cc1ccccc1,-19,-10,-13,-2,15,9,-7,-3,0,11,19
CCCOc1ccc(C2C(C(=O)c3cc4ccccc4o3)=C(O)C(=O)N2c2cc(C)on2)cc1 (centres undefined),-29,-9,-1,-16,-31,-38,5,19,-41,.,-36
CSc1ccc(CN(C)CCc2ccccn2)cc1,15,-2,-2,-3,-2,-11,5,5,-1,0,-3
CCCCCc1ccc(OCCCC[n+]2ccc(C)cc2)c(CCCCC)c1,56*,-1,-11,-4,42,12,1,46,50*,20,-17
C[C@@H]1CN([C@@H](C)CO)C(=O)CCCn2nncc2CO[C@H]1CN(C)C(=O)Nc1ccc(-c2cccs2)cc1,-28,-2,-1,4,-11,6,.,4,-20,-1,23
COC(=O)C1CCN(C(=O)CSc2nnc(-c3ccncc3)o2)CC1,2,-2,13,-5,-7,1,-6,14,.,-6,7
COc1ccccc1C(=O)N/C(=C/c1cccc([N+](=O)[O-])c1)C(=O)Nc1cccc(C(=O)O)c1,10,-6,2,-8,20,12,-2,-2,2,-2,7
O=C(COC(=O)c1ccccc1O)NCCCc1ccccc1,-8,5,4,-9,11,9,3,-3,49,1,-9
COc1nc(NCCO)nc(Nc2cc(Cl)ccc2OC)n1,-7,2,2,-2,17,-3,2,-16,-9,-3,-6
Cc1cc(Br)c(NC(=O)COC(=O)c2ccc[n+]([O-])c2)c(Br)c1,-3,-4,-6,-6,-24,18,6,-4,-13,-4,16

# Assay outcomes from PubChem BioAssay.
